OX1R antag-1 = antagonists of human orexin 1 receptor (OX1R); AID 485270, 2010; OX1R-expressing cells, FRET antagonist read-out; Orexin/Hypocretin receptor type 1 (Homo sapiens), O43613; hit rate 1.8% among 330,000; inhibition, % at 6.6 µM; in the data active = inhibition mostly above about 38%, no sharp cut-off; inactive = mostly below about 40%;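 also: 0% = agonist challenge alone and 100% = reference antagonist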
Target sequence (O43613 whole entry, looked up): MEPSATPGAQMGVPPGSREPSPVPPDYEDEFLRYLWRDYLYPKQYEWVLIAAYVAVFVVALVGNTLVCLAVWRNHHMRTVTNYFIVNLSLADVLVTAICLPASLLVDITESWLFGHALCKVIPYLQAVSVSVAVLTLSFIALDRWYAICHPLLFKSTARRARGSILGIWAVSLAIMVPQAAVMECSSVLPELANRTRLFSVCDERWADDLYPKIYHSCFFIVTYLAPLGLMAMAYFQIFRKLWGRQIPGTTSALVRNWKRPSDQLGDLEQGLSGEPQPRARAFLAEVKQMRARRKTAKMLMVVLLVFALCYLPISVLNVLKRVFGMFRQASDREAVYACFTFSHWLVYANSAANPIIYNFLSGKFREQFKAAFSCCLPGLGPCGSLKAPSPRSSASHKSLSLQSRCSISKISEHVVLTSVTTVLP
OX1R antag-2 = OX1R (HCRTR1) antagonists, primary screen, fluorescence, CHO/OX1R cells, Fluo-8 calcium, orexin A; Fluo-8 calcium fluorescence; AID 434989, 2010; Orexin/Hypocretin receptor type 1 (Homo sapiens), O43613; inhibition, % at 5 µM; hit rate 0.43% among 330,000;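 active = inhibition above its plate's threshold, mean inhibition of all tested compounds on the plate plus 3 SD, cut at about 37% in these data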;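 also: 0% = orexin A challenge wells and 100% = SB-334867-A antagonist wells; not every result past the cut was called active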
STK33 inh = inhibitors of purified STK33 kinase, primary screen, biochemical, ADP-Glo luminescence, homogeneous, cell-free | AID 2661, 2010 | hit rate 0.073% among 320,000 | inhibition, % at 10 µM | Serine/threonine-protein kinase 33 (Homo sapiens), Q9BYT3 | MBP phosphorylation;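 active = inhibition at or above 25%, using the most active replicate where run in duplicate; inactive = inhibition below 25%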
Target sequence (Q9BYT3 whole entry, looked up): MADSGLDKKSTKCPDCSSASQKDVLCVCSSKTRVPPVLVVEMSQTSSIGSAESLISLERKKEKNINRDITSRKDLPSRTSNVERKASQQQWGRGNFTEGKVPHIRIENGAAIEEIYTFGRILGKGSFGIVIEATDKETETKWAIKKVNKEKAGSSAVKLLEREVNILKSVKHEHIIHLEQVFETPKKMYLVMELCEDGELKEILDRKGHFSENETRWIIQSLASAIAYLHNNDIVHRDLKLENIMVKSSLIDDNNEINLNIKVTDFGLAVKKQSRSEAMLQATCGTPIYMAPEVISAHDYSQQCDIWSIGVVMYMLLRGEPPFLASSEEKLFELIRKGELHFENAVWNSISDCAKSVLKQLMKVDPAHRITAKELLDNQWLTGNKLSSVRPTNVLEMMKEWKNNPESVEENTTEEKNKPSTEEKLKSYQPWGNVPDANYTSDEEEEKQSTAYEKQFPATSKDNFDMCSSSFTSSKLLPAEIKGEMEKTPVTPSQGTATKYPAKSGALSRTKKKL
Numbers without * were called inactive; x = no result given. An unsorted share of the library; overall some 2.2% were active at least once.

OX1R antag-1	OX1R antag-2	STK33 inh	Compound
14.8	3.8	-1.0	CC(=O)Nc1ccc(S(=O)(=O)n2cnc3cc(C)c(C)cc32)cc1
1.7	1.4	0.3	Cc1nn(C(C)C(=O)NCc2ccco2)c(=O)c2nn(-c3ccccc3)c(C)c12 (configuration not stated)
-13.3	-30.6	2.1	CCOc1ccc(NC(=O)CC2C(=O)N(CC)C(=S)N2CCN2CCOCC2)cc1 (configuration not stated)
7.2	-23.6	-1.5	Cc1cccc(C(=O)NCCCN(C)CCCNC(=O)c2cccc(C)c2)c1
13.3	-14.3	-0.5	CCCCCCCCCCOC(=O)NC1CCS(=O)(=O)C1 (configuration not stated)
-3.3	-8.4	-0.5	O=C(NCc1ccc2c(c1)OCO2)c1c(O)c2cccc3c2n(c1=O)CCC3
1.7	-2.5	-1.2	CCc1ccc(NC(=O)CSc2nc(N)c(NC(=O)c3ccc(F)c(F)c3)c(=O)[nH]2)cc1
7.8	-55.6	0.8	CCc1c(C)nc2cc(-c3ccc(OC)c(OC)c3)nn2c1N1CCCC1
7.4	-7.1	0.5	COc1ccc(S(=O)(=O)N(C)CC(=O)NCCN2CCOCC2)cc1C
32.5	-18.2	-2.1	O=C(CCn1c(=O)c2ccccc2n(Cc2cc(=O)n3ccccc3n2)c1=O)NCc1ccco1
7.4	-16.4	-1.1	O=C(c1ccccc1)N1CCCC(C(=O)N2CCN(c3ccccc3)CC2)C1 (configuration not stated)
18.9	-30.0	-1.1	COc1ccc(C2C(C#N)=C(N)OC3=C2C(=O)CC(C)(C)C3)c([N+](=O)[O-])c1OC (configuration not stated)
6.9	-2.3	-1.7	OC(c1ccccc1)c1nc2ccccc2[nH]1 (configuration not stated)
12.3	-2.4	0.5	N#Cc1nc(COc2ccc(-c3ccccc3)cc2)oc1NCCCN1CCOCC1
20.7	-31.6	0.8	CCCCn1nnc(NC(=O)C(c2ccccc2)c2ccccc2)n1
18.4	-12.6	0.3	COc1ccc(C(=O)Nc2ccc3oc(Cc4ccc(Cl)cc4)nc3c2)cc1OC
10.1	-22.1	-0.3	CCc1ccc(NC(=O)CCCn2nc(CC)n3c(cc4occc43)c2=O)cc1
-0.6	2.0	-0.3	O=C(COC(=O)Cc1ccc(F)cc1)Nc1cc(S(=O)(=O)N2CCOCC2)ccc1N1CCCC1
0.8	-5.1	1.1	c1ccc(-n2ncc3c(NCCCN4CCOCC4)ncnc32)cc1
11.2	-21.3	-1.2	CN1CCC(N(C)C(=O)c2ccc(Cl)c(S(=O)(=O)N(C)c3ccc(Cl)cc3)c2)CC1
16.2	8.8	-2.1	C/C(CC(C)(C)C1CCCCC1)=N\NC(N)=S
22.8	-37.7	-0.3	CC(C)N(Cc1nc(-c2ccccc2)no1)C(=O)CN(C)S(=O)(=O)c1ccccc1
31.6	-25.8	-1.1	Cc1ccc(NC(=O)CCS(=O)(=O)c2ccc(Br)s2)cc1
4.4	-11.7	-1.4	COc1ccc(S(=O)(=O)CC2(O)CCN(C(=O)CC(C)C)CC2)cc1
11.9	-5.7	x	Cn1c(O)c(C(C#N)=C2N=c3ccccc3=N2)c2ccccc21
2.1	-11.8	x	CC(OC(=O)c1ccc(Br)o1)C(=O)Nc1ccc2c(c1)OCCO2 (configuration not stated)
6.2	0.5	-1.3	O=C(CCn1nc(-c2ccccc2)ccc1=O)N1CCCC1
8.4	16.7	-0.7	COC(=O)c1ccc(NC(=O)CNS(=O)(=O)c2cccs2)cc1
8.0	-13.6	1.5	Cc1ccc(C2=NOC(C)(c3nnc(Cc4ccccc4)o3)C2)cc1 (configuration not stated)
23.2	-15.7	-0.2	COc1ccc(N2CCN(C(=O)c3cc(=O)[nH]c4ccccc34)CC2)cc1
13.7	-1.6	-2.4	S=C(NCc1ccco1)Nc1cc(Cl)c(Cl)cc1Cl
15.0	-19.4	-1.9	Cc1cc2cc(CNC(=O)Cc3cccs3)ccc2n1C
-1.4	-33.5	1.1	COc1cc(/C=N/NC(=O)CCN2CCN(C(c3ccccc3)c3ccccc3)CC2)ccc1O
6.6	-5.3	0.4	CCOc1cc(Br)c(CC(=O)O)cc1OCC
30.5	14.2	0.7	N#C/C(=C\N1CCN(Cc2ccc3c(c2)OCO3)CC1)c1nc2ccccc2s1
3.1	-13.6	0.4	O=C1CCc2cc(NS(=O)(=O)c3ccc(F)cc3)cc3c2N1CCC3
10.5	1.7	-0.5	COc1cc(C(=O)Nc2ccncc2)c([N+](=O)[O-])cc1OC
24.8	-18.6	0.5	CCN1C(=O)[C@H]2[C@@H](c3ccc(-c4ccc(C(C)=O)cc4)cc3)N[C@@](Cc3ccccc3)(C(=O)OC)[C@H]2C1=O
19.2	96.4*	-0.6	CC1=NNC(=O)/C1=C\c1cn(-c2ccccc2)nc1-c1ccccc1
4.3	6.5	-2.3	O=C(NC(=S)NNC(=O)c1ccccc1O)c1cccs1
10.7	4.7	0.2	CCOC(=O)/C=C/C(=O)Nc1ccc(S(=O)(=O)Nc2cc(C)on2)cc1
8.0	-9.3	-0.1	O=C(CCN1CCOCC1)c1ccc2c(c1)OCCO2
-2.9	-20.6	0.5	Cc1ccc(NC(=O)C2CCN(S(=O)(=O)c3cccs3)CC2)cc1
5.2	-32.6	-2.5	CN(C(=O)COC(=O)c1ccc(Cl)c(S(=O)(=O)N2CCCCCC2)c1)C1CCS(=O)(=O)C1 (configuration not stated)
13.7	-16.6	-1.0	O=C(C(Cl)c1ccccc1)N1CCOCC1 (configuration not stated)
-4.9	-13.8	-1.1	CC1(C)Cc2c(sc(NC(=O)COc3ccccc3)c2C#N)C(C)(C)N1
31.3	-37.1	-0.7	CCOC(=O)C1=C(C)NC2=C(C(=O)c3ccccc32)C1c1ccc([N+](=O)[O-])o1 (configuration not stated)
11.9	-7.3	-1.0	CCn1c(SCC(=O)c2ccccc2)nnc1-c1cccnc1
-0.8	-14.4	0.1	CC1CCCCC12NC(=O)N(CC(=O)NCCc1c[nH]c3ccccc13)C2=O (configuration not stated)
7.1	-30.6	x	CCOc1cc(N2CCOCC2)c(OCC)cc1NC(=O)COC(=O)CCn1c(C)csc1=O

Structures from the list above that have an aryl thioether with sulfur outside any ring (2):
OX1R antag-1	OX1R antag-2	STK33 inh	Compound
1.7	-2.5	-1.2	CCc1ccc(NC(=O)CSc2nc(N)c(NC(=O)c3ccc(F)c(F)c3)c(=O)[nH]2)cc1
11.9	-7.3	-1.0	CCn1c(SCC(=O)c2ccccc2)nnc1-c1cccnc1

(further entries)
OX1R antag-1	OX1R antag-2	STK33 inh	Compound
9.1	-14.8	-2.2	O=C(CCCn1ncn2c(cc3occc32)c1=O)NCc1cccc(Cl)c1
14.2	-11.3	1.6	COC(=O)C(/C=N/O)NC(=O)c1ccccc1 (configuration not stated)
15.6	11.8	1.0	CCOc1ccc(NC(=O)CSc2ncc(-c3ccc(F)cc3)n2Cc2ccco2)cc1
55.4*	5.0	-0.3	COc1ccc(S(=O)(=O)N2CCOC2CNC(=O)C(=O)NCCc2c[nH]c3ccccc23)cc1C (configuration not stated)
7.3	-22.4	-0.9	CN(C)S(=O)(=O)c1ccc(N2CCCC2)c(C(=O)NCc2ccccc2)c1
6.4	-22.6	-0.8	C[C@@H]1CN([C@@H](C)CO)C(=O)c2cccc(NC(=O)C3CCCCC3)c2O[C@@H]1CN(C)Cc1ccc(Cl)c(Cl)c1
7.7	-29.1	-2.2	O=C1C(c2ccccc2)NC(=S)N1C1CCCCC1 (configuration not stated)
48.3	-19.5	-1.4	COc1ccc(CNC(=O)CN(c2ccccc2)S(=O)(=O)c2ccccc2[N+](=O)[O-])cc1
12.4	0.1	-0.7	CCC(C)NCCC(=O)Nc1ccc(Cl)c(S(=O)(=O)Nc2ccc(Cl)cc2)c1 (configuration not stated)
11.9	-15.9	-1.4	CC1(C)OC(=O)C(=CNc2ccccn2)C(=O)O1
13.8	6.8	1.2	CN(CC(=O)O)S(=O)(=O)c1ccc2c(c1)n(C)c(=O)c(=O)n2C
11.0	-29.1	-1.3	COCCCNC(=S)Nc1ccc2nc3n(c(=O)c2c1)CCCCC3
12.1	-0.4	1.5	O=C(NNC(=S)NCc1ccco1)c1ccccc1Br
26.9	-2.0	1.1	CC(=O)C1=C(O)C(=O)N(c2ccc(S(N)(=O)=O)cc2)C1c1ccc([N+](=O)[O-])cc1 (configuration not stated)
3.2	-0.2	7.0	CCCCCc1ccc(OCCC[n+]2ccccc2)c(CCCCC)c1
13.4	-22.8	-2.5	O=C(CNC(=O)c1ccc(S(=O)(=O)N2CCCC2)cc1)N/N=C/c1ccc(Cl)cc1
5.3	8.4	-2.1	O=C(O)c1ccc(-c2sc(Nc3ccccc3)n[n+]2-c2ccc(F)cc2)cc1
11.1	-3.8	0.3	CC(C)CCN1CCN(C2CSCCSC2)CC1CCO (configuration not stated)
11.0	-33.5	-2.6	CC12CCC(=O)N1C(C(=O)Nc1cc(C(F)(F)F)ccc1N1CCOCC1)CS2 (configuration not stated)
7.7	-12.1	0.0	N#Cc1ccccc1NC(=O)CSc1nccn1CCc1ccccc1

6 of the compounds above, with bars between the fields:
SMILES | OX1R antag-1 | OX1R antag-2 | STK33 inh
CCCCCc1ccc(OCCC[n+]2ccccc2)c(CCCCC)c1 | 3.2 | -0.2 | 7.0
O=C(CNC(=O)c1ccc(S(=O)(=O)N2CCCC2)cc1)N/N=C/c1ccc(Cl)cc1 | 13.4 | -22.8 | -2.5
O=C(O)c1ccc(-c2sc(Nc3ccccc3)n[n+]2-c2ccc(F)cc2)cc1 | 5.3 | 8.4 | -2.1
CC(C)CCN1CCN(C2CSCCSC2)CC1CCO (configuration not stated) | 11.1 | -3.8 | 0.3
CC12CCC(=O)N1C(C(=O)Nc1cc(C(F)(F)F)ccc1N1CCOCC1)CS2 (configuration not stated) | 11.0 | -33.5 | -2.6
N#Cc1ccccc1NC(=O)CSc1nccn1CCc1ccccc1 | 7.7 | -12.1 | 0.0

The list goes on:
OX1R antag-1	OX1R antag-2	STK33 inh	Compound
16.7	-27.6	-0.1	Cc1ccc2cc(CN(CCCO)S(=O)(=O)c3ccccc3F)c(=O)[nH]c2c1C
16.0	-20.5	-0.2	COc1ccc(OCCC(=O)OCC(=O)NC(=O)NC2CCCCC2)cc1
55.4	1.9	-1.0	O=C(CSc1nc2ccccc2[nH]1)c1c[nH]c2ccccc12
33.3	-15.9	0.2	CCN1C(=O)[C@H]2[C@@H](c3ccc(-c4ccc(OC)cc4)cc3)N[C@@](Cc3ccccc3)(C(=O)OC)[C@H]2C1=O
10.6	-6.9	-2.0	O=C(Nc1ccc(Cl)cc1)Nc1cccnc1
16.8	-15.2	-0.8	Cc1ccc(NC(=O)c2cc3c(s2)CCCC3)cc1
21.2	-23.5	-1.1	Cc1cc(N)n(-c2cc(C)c3ccccc3n2)n1
11.0	-15.3	1.9	O=C1NC2=C(C(=O)c3ccccc32)C(c2ccccc2)N1 (configuration not stated)
33.9	-37.8	-0.3	COC(=O)c1ccc(/C=C/c2ccc3cccc(OC)c3n2)cc1
-6.3	-12.5	-0.1	NC(=O)C1(N2CCCCC2)CCN(C2CC(=O)N(Cc3cccs3)C2=O)CC1 (configuration not stated)
11.9	-4.4	-1.2	O=C(NCc1ccncc1)C(=O)N/N=C/c1ccc(OCc2ccccc2)cc1
4.1	-13.9	-1.7	COC(=O)[C@@]1(Cc2ccc(F)cc2)[C@H]2c3cc(C(=O)N(C)C)n(C[C@H](O)CO)c3C[C@H]2CN1C(=O)c1ccccc1
3.7	-13.1	0.1	CC(C)C[C@@H](CN1C(N)=NC[C@@H]1C)NC(=O)CC12CC3CC(CC(C3)C1)C2
27.4	-9.8	-0.1	CCc1ccc(C(N)=S)cc1
12.0	-4.0	-3.5	C=CCNc1ncnc2c1cnn2-c1ccc(OC)cc1
13.4	-6.8	1.3	O=C(CN1C(=O)COc2ccccc21)NCc1ccc(C(=O)O)cc1
14.0	-19.3	0.1	COc1ccccc1C/C(N)=N/OC(=O)COc1cc(C)cc(C)c1C
24.4	-20.4	-0.9	Cc1ccc(C)c(S(=O)(=O)N2CCCOC2CNC(=O)C(=O)NC2CCCC2)c1 (configuration not stated)
7.3	-22.5	0.4	O=C(c1ccc(CS(=O)c2cccc(Cl)c2)o1)N1CCN(c2ccccn2)CC1 (configuration not stated)
7.9	-41.0	-0.6	CC(C)Cc1nnc(NC(=O)c2ccc(N3CCCC3=O)cc2)s1
26.5	-47.2	-1.0	CCN(CC)C(=O)C1CCN(Cc2cccc(OCc3ccccc3)c2)CC1
2.6	-9.9	-1.7	Cc1nnc(CN(C)C(=O)CC2C(=O)NCCN2Cc2ccccc2C)o1 (configuration not stated)
39.8	-6.6	-0.1	COc1ccc(Cn2c(=O)oc3ccc(C)cc32)cc1
2.3	-22.0	-1.8	c1ccc(OCC2CCNCC2)nc1
16.8	-14.8	-0.9	O=C(N/N=C/c1cc([N+](=O)[O-])ccc1O)C1CCCCC1
17.7	-5.3	-1.6	CC(C)(C)C(=O)CCN1C(=O)C2(OCCO2)c2ccccc21
20.7	-22.5	-2.3	COc1ccc(CC(=O)Nc2cccc3c2CCCC3)cc1
4.1	21.6	12.7	OCCNC(=S)Nc1cc(Cl)cc(Cl)c1
13.4	-23.3	0.5	CCCN1C(=O)c2[nH]nc(-c3cc(Cl)c(C)cc3O)c2C1c1ccc(O)c(OC)c1 (configuration not stated)
9.8	-15.2	-3.5	COc1ccc(CCNC(=O)CSCc2ccc(Br)cc2)cc1OC
3.3	-11.4	-0.9	O=C(CN1C(=O)C(=O)N(C2CCCC2)C1=O)NCCc1ccc(F)cc1
24.6	-14.1	x	COc1ccccc1NC(=S)N(Cc1ccccc1)Cc1cccnc1
9.6	-23.3	-0.2	Cc1onc(-c2c(Cl)cccc2Cl)c1C(=O)N1CCSCC1
